HCV inhibitor: blocks hepatitis C virus; 3.4% of 340,000 active; Huh7.5.1 HCVcc-Cre infection, luciferase reporter, 44 h; Potency, µM (series often up to 41.8 µM), for the others: at the top dose activity change, negative = inhibition, most hits filed as inhibitors; also: potency is read from the fitted curve at half-maximal effect; % is scaled to controls: 0 for no effect and ±100 for the full control effect
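Infectious HCVcc-Cre (~0.5 moi) was added to cells just after compound, with cells seeded 4 h earlier at 1,000 per well. Luciferase activity after 44 h culture reported infection; substrate was incubated 15 min at room temperature before reading.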
Tb PYK inh: blocks Trypanosoma brucei pyruvate kinase; Q57TT1; TbPYK enzyme, Kinase-Glo Plus ATP luminescence, 45 min; Potency, µM (series often up to 76.8 µM), inactives show top-dose activity, negative = inhibition, hits mostly inhibitors; 0.12% of 410,000 active; also: potency is read from the fitted curve at half-maximal effect; % is scaled to controls: 0 for no effect and ±100 for the full control effect; nearly all actives have a fitted effect of over 50% in size
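Assay buffer: 50 mM TEA pH 7.2, 100 mM KCl, 10 mM MgCl2, 0.05% BSA, 0.01% Tween-20. Pyruvate kinase from T. brucei plus substrate met compound, then ADP (130 uM final). Luminescence was read post 45 min RT.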
LmPK inh: inhibitors of Leishmania mexicana pyruvate kinase | Potency, µM (top dose mostly 57.5 µM), for the others: top-dose activity change, negative = inhibition, hits mostly inhibitors | Q27686 | 0.37% of 290,000 active | purified LmPK, Kinase-Glo ATP luminescence, 1 h; also: potency is read from the fitted curve at half-maximal effect; % is scaled to controls: 0 for no effect and ±100 for the full control effect
Target sequence (Q27686 whole entry, looked up): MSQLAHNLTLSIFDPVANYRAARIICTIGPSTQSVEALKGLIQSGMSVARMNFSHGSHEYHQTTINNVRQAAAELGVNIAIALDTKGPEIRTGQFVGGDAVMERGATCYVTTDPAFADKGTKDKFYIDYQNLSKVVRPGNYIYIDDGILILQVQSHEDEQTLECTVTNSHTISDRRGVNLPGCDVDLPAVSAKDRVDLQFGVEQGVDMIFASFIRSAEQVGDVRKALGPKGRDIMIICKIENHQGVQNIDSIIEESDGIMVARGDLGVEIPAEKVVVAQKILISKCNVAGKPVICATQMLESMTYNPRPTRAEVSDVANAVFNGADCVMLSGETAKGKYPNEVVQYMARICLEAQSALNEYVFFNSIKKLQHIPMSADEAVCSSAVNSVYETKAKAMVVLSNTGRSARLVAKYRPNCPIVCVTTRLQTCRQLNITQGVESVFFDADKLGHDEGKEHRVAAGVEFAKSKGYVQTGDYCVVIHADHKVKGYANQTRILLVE
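0.1 nM LmPK, 0.5 mM PEP, 0.1 mM ADP; 50 mM imidazole pH 7.2, 7 mM MgCl2, 50 mM KCl; 1 h RT. Kinase-Glo luminescence readout, normalized to no-enzyme (full inhibition) and uninhibited wells.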
Cycloheximide cs: affects cycloheximide protein synthesis inhibition readout, counter-screen. cell reporter, cycloheximide protein synthesis inhibition counterscreen. max response, %. 12% of 300,000 active. AID 2314; in the data active = max response mostly above about 13%, no sharp cut-off; inactive = mostly below about 14%; also: read at 38.3 µM for the half of the compounds with a filed dose; 0% is about no effect
Pf growth 48h: inhibits P. falciparum growth in the first generation, 48 h; P. falciparum luciferase growth in erythrocytes, 48 h; Potency, µM (top dose mostly 28.7 µM), inactives show at the highest dose activity change, negative = inhibition, usual class: inhibitors; 5.9% of 310,000 active; also: potency is read from the fitted curve at half-maximal effect; % is scaled to controls: 0 for no effect and ±100 for the full control effect
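Compounds are pin-transferred into medium, infected erythrocytes (2% hematocrit, 0.1% parasitemia final) are added, and plates sit one parasite generation at 37 C in 5% CO2. Detection reagent is then added and luminescence measured.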
Shiga inhibitor: Shiga toxin inhibition | inhibition, % at 38.7 µM | 9.2% of 290,000 active | Vero cells, Shiga toxin protein synthesis inhibition reporter | AID 2315; in the data active = inhibition mostly above about 28%, no sharp cut-off; inactive = mostly below about 43%; also: 0% is about no effect
Pf growth 96h: P. falciparum growth inhibition at 96 hour, primary screen for plastid delayed-death inhibitors | 6.9% of 320,000 active | Potency, µM (top dose mostly 28.7 µM), for inactives: top-dose activity change, negative = inhibition, most hits filed as inhibitors | P. falciparum luciferase reporter growth, 96 h; also: potency is read from the fitted curve at half-maximal effect; % is scaled to controls: 0 for no effect and ±100 for the full control effect
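Two-generation exposure (96 h) targets delayed-death phenotype. Reporter parasites carrying integrated firefly luciferase, in red cells at 2% hematocrit and 0.05% parasitemia final, kept at 37 C, 5% CO2; luminescence loss indicates inhibition.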
Numbers without * were called inactive; ? = inconclusive; nt = not tested or not shown; [ ] = remark or other dose. Unless noted, calls follow the shape of the dose curve; as a rule, active = well fitted curve in the direction sought with a large enough effect; inconclusive = small, poorly fitted or top-dose-only effect, or another doubt; inactive = no such curve, though single readings can be large; an effect the other way counts as inactive or inconclusive. Compounds as they come; any-hit rate near 24%.

SMILES	HCV inhibitor	Tb PYK inh	LmPK inh	Cycloheximide cs	Pf growth 48h	Shiga inhibitor	Pf growth 96h
COc1ccc(/C=C/C(=O)NC(=S)Nc2ccc(S(N)(=O)=O)cc2)cc1	12%	0%	-1%	-2	1%	6	0%
COc1ccc(Cc2nc3ccc(C(=O)N(C)C(C)c4ccon4)cc3o2)cc1 (configuration not stated)	-21%	8%	-6%	41*	-3%	49*	4%
COc1ccccc1-c1nnc(SCC(=O)N2CC(C)CC(C)C2)o1 (configuration not stated)	4%	-8%	0%	1	?	-7	73%[activator]
CC1CCCCC12NC(=O)N(CC(=O)Nc1ccc3c(c1)OCCCO3)C2=O (configuration not stated)	1%	1%	nt	nt	-4%	nt	?
Cc1ccc(NC2OC(C(O)CO)C(O)C2O)cc1[N+](=O)[O-] (configuration not stated)	-2%	8%	-2%	-1	36%[activator]	7	?
CSc1ncccc1C(=O)Nc1nccs1	20%	7%	-2%	-3	14%	-10	7%
CS(=O)(=O)Nc1ccc2c(c1)ncn2CCc1ccccc1	13%	2%	3%	-5	20%	-5	1%
COc1ccc(C(=O)NC(CO)c2nnc(SCc3ccc(Cl)c(Cl)c3)n2C)cc1 (configuration not stated)	9%	6%	3%	-1	-6%	-17	?
O=C(Nc1ccnn1C1CCN(Cc2cccc(F)c2F)CC1)C1CCCC1	nt	-6%	-11%	-4	?	-6	21%
O=C(COC(=O)c1cc(Cl)ccc1O)NCC1CCCO1 (configuration not stated)	11%	4%	nt	nt	25%	nt	-7%
Cc1cc(NC(=O)c2cccs2)n(-c2ccccc2)n1	5%	1%	3%	-4	nt	-4	-3%
OCCNCc1cc(Br)ccc1OCc1ccccc1Cl	?	-8%	0%	-3	?	-7	?
COc1ccc(Cc2c(O)[nH]c(=O)[nH]c2=O)c(OC)c1	25%	1%	3%	-1	14%	13	7%
Cc1[nH]c2ccccc2c1C(=O)COC(=O)CCS(=O)(=O)c1ccccc1Cl	-6%	-3%	2%	2	5%	18	0%
COc1ccc(NC(=O)Nc2nnc(N3CCC(C)CC3)s2)cc1OC	0%[8.37 µM]	0%	0%	-4	1%	-10	28%
COc1cccc(N2CCN(C(=O)c3cc4c(s3)CCCCC4)CC2)c1	-19%	5%	nt	nt	48%[activator]	nt	62%[activator]
O=S(=O)(c1cccs1)N1CN(Cc2ccco2)c2nc3ccccc3nc21	-7%	-3%	7%	31*	?	40*	?
CN(C)c1ccc(S(=O)(=O)N2CCCCC2)cc1NC(=O)C1CSC2(C)CCC(=O)N12 (configuration not stated)	-15%	-1%	nt	nt	?	nt	?
Fc1ccccc1NC(=S)NNc1ncc(C(F)(F)F)cc1Cl	?	-6%	0%	17	nt	15	-87%
Cc1cccc(OP(=O)(Oc2ccccc2)OC(c2ccccc2)C(F)(F)F)c1 (configuration not stated)	-9%	1%	0%	-1	?	-15	?
COc1cccc(CN(Cc2ccco2)S(=O)(=O)c2ccc(S(=O)(=O)NCc3ccccc3)cc2)c1OC	11µM*	1%	5%	13	13µM*	11	12%
COc1ccc(Cc2nc(-c3cccc(C)c3)no2)cc1	-21%	-2%	-3%	52*	nt	112*	15µM*
Cc1ccc(CNC(=O)c2ccc[nH]2)cc1	28%	0%	3%	-4	9%	20	24%
COc1cc(OC)c(OC)cc1/C=N/n1c(-c2n[nH]c3c2CCC3)n[nH]c1=S	1%	2.5µM*	-20%	-3	-1%	-4	-6%

Exported with values under each structure: 2 of the compounds above
Sequence of screens: HCV inhibitor, Tb PYK inh, LmPK inh, Cycloheximide cs, Pf growth 48h, Shiga inhibitor, Pf growth 96h
Cc1cccc(OP(=O)(Oc2ccccc2)OC(c2ccccc2)C(F)(F)F)c1 (configuration not stated)
→ -9%, 1%, 0%, -1, ?, -15, ?
COc1cccc(CN(Cc2ccco2)S(=O)(=O)c2ccc(S(=O)(=O)NCc3ccccc3)cc2)c1OC
→ 11µM*, 1%, 5%, 13, 13µM*, 11, 12%

Ordered by number of heavy atoms (smallest number first): part of the list above
SMILES	HCV inhibitor	Tb PYK inh	LmPK inh	Cycloheximide cs	Pf growth 48h	Shiga inhibitor	Pf growth 96h
Cc1ccc(CNC(=O)c2ccc[nH]2)cc1	28%	0%	3%	-4	9%	20	24%
COc1ccc(Cc2c(O)[nH]c(=O)[nH]c2=O)c(OC)c1	25%	1%	3%	-1	14%	13	7%
COc1ccc(Cc2nc(-c3cccc(C)c3)no2)cc1	-21%	-2%	-3%	52*	nt	112*	15µM*
Fc1ccccc1NC(=S)NNc1ncc(C(F)(F)F)cc1Cl	?	-6%	0%	17	nt	15	-87%
COc1cccc(N2CCN(C(=O)c3cc4c(s3)CCCCC4)CC2)c1	-19%	5%	nt	nt	48%[activator]	nt	62%[activator]
O=S(=O)(c1cccs1)N1CN(Cc2ccco2)c2nc3ccccc3nc21	-7%	-3%	7%	31*	?	40*	?
COc1cc(OC)c(OC)cc1/C=N/n1c(-c2n[nH]c3c2CCC3)n[nH]c1=S	1%	2.5µM*	-20%	-3	-1%	-4	-6%
Cc1cccc(OP(=O)(Oc2ccccc2)OC(c2ccccc2)C(F)(F)F)c1 (configuration not stated)	-9%	1%	0%	-1	?	-15	?
CN(C)c1ccc(S(=O)(=O)N2CCCCC2)cc1NC(=O)C1CSC2(C)CCC(=O)N12 (configuration not stated)	-15%	-1%	nt	nt	?	nt	?
COc1cccc(CN(Cc2ccco2)S(=O)(=O)c2ccc(S(=O)(=O)NCc3ccccc3)cc2)c1OC	11µM*	1%	5%	13	13µM*	11	12%

Next structures follow.
SMILES	HCV inhibitor	Tb PYK inh	LmPK inh	Cycloheximide cs	Pf growth 48h	Shiga inhibitor	Pf growth 96h
COc1ccc(C2C(C(C)=O)=C(O)C(=O)N2c2ccc(O)cc2)cc1 (configuration not stated)	-5%	-1%	-3%	-1	20%	-6	?
Cc1c(OCC(=O)NCCCN2CCOCC2)ccc2c3c(c(=O)oc12)CCC3	4%	6%	7%	-4	-27%	10	?
Cc1no[n+]([O-])c1COc1ccc(/C=C(\C#N)C(N)=O)cc1	9%	-10%	1%	2	26%	-12	19%
N=C1/C(=C\c2ccc(OC(=O)c3ccccc3Cl)cc2)C(=O)N=C2SC(N3CCOCC3)=NN12	-5%	-11%	-9%	24*	12%	58*	0%
COc1ccc(C(C(=O)NC2CCCC2)N(Cc2cccnc2)C(=O)Cc2cccs2)c(OC)c1 (configuration not stated)	15%	-3%	-2%	-5	-15%	-6	?
NC(=O)NC(CC(=O)NCCc1ccccn1)c1ccccc1Cl (configuration not stated)	14%	5%	2%	9	36%[activator]	3	38%[activator]
O=C(COC(=O)c1nc(Cl)ccc1Cl)c1ccc(Cl)s1	0%	-4%	0%	-1	-9%	31	-26%
Cc1cccc(-n2nnnc2SCC(=O)N(CC(C)C)c2c(N)n(CC(C)C)c(=O)[nH]c2=O)c1	13%	1%	-3%	-2	5%	-8	?
